STK33 kinase inh – blocks human STK33 kinase activity; Q9BYT3; purified STK33, MBP phosphorylation, ADP-Glo luminescence; actives 0.073% (n = 320,000); inhibition, % at 10 µM; AID 2661;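 active means inhibition at or above 25%, using the most active replicate where run in duplicate; inactive means inhibition below 25%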
Target sequence (Q9BYT3 whole entry, looked up): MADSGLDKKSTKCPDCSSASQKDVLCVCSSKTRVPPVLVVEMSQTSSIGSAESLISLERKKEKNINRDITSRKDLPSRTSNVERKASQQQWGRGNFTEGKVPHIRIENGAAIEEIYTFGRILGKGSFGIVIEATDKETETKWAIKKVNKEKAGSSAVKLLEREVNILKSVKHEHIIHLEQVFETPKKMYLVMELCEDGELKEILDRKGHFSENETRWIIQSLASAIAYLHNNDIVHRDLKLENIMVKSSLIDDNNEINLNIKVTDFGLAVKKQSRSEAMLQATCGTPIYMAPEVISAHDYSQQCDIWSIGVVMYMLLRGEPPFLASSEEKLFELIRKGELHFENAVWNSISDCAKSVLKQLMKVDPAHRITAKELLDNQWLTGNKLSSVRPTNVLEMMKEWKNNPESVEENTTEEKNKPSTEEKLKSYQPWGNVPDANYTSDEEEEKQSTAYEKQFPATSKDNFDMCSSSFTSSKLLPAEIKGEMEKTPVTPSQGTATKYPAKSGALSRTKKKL
OX1R antag-1 – antagonists of human orexin 1 receptor; AID 434989; O43613; inhibition, % at 5 µM; actives 0.43% (n = 330,000); CHO/OX1R cells, Fluo-8 calcium fluorescence, orexin A;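 active means inhibition above its plate's threshold, mean inhibition of all tested compounds on the plate plus 3 SD, cut at about 37% in these data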;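 further: 0% = orexin A challenge wells and 100% = SB-334867-A antagonist wells; not every result past the cut was called active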
Target sequence (O43613 whole entry, looked up): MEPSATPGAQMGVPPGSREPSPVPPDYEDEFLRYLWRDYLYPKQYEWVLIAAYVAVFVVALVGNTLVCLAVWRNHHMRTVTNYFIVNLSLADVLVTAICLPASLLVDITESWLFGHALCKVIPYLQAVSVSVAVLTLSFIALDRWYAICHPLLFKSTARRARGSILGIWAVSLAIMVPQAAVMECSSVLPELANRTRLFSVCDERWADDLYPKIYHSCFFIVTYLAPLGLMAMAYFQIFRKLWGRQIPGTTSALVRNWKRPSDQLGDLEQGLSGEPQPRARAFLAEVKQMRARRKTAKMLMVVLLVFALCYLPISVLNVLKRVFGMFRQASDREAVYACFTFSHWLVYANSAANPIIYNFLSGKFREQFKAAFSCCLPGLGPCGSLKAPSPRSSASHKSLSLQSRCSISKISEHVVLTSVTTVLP
OX1R antag-2 – OX1R (human) antagonism; O43613; OX1R-expressing cells, FRET antagonist read-out; inhibition, % at 6.6 µM; actives 1.8% (n = 330,000); AID 485270; in the data active means inhibition mostly above about 38%, no sharp cut-off; inactive means mostly below about 40%;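 further: 0% = agonist challenge alone and 100% = reference antagonist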
Numbers without * were called inactive; nt = not tested or not shown. The order is random, and some 2.2% of all compounds hit somewhere here.

SMILES	STK33 kinase inh	OX1R antag-1	OX1R antag-2
CCCc1cc(C(=O)NCc2ccccc2)no1	-0.1	-30	12
Cc1ccc(N2C(=O)CC(N(CCc3ccccc3)C(=S)Nc3ccc(N(C)C)cc3)C2=O)cc1 (stereo not given)	0.3	-23	14
COC(=O)CC1c2ccccc2S(=O)(=O)N1Cc1ccccc1 (stereo not given)	-0.7	-2	3
CC(C)CCNCC(O)CON=C1c2ccccc2-c2ccccc21 (stereo not given)	nt	5	5
Cc1ccsc1/C=N/NC(=O)CNC(=O)c1cccc([N+](=O)[O-])c1C	-1.0	-31	17
Cc1c(Cl)cccc1NC(=O)Cn1cccc1	-1.3	-7	4
Cc1cc(N2CCOCC2)nc2cc(O)ccc12	-0.2	1	10
CCc1ccc(NS(=O)(=O)c2ccc3[nH]c(=O)[nH]c3c2)cc1	-1.5	-12	16
C=CCn1c(-c2ccc(N)cc2)nc2ccccc21	-0.5	-15	10
O=C(CCCN1C(=O)c2cccnc2C1=O)N1CC(=O)N(CCc2ccccc2)C(=O)C1	-1.1	4	15
CN1C[C@@H]2C(c3ccc(Cl)nc3)C3(c4cccnc4)CC2(C3)[C@H]1c1ccccc1 (stereo not given in full)	-0.8	-20	19
CCOc1ccccc1NC(=O)C1CCN(C(=O)C2CC(=O)N(c3ccc(C)cc3)C2)CC1 (stereo not given)	0.3	-13	5
Oc1ccc(C2C(c3ccccc3)=NN=C(c3ccc(Cl)cc3)N2O)c(O)c1 (stereo not given)	-0.1	-13	22
Cc1c(N(C(=O)Cc2cccs2)C2(C(=O)NC3CCCC3)CCCCC2)c(=O)n(-c2ccccc2)n1C	0.1	-21	24
O=C(Nc1ccc(O)c(-c2nc3ccccc3o2)c1)C1(c2ccc(Br)cc2)CCCC1	0.5	-7	15
Cc1ccc(NC(=O)CN(C)C(=O)CSc2nncn2C)cc1	0.1	-13	12
CC(=O)OCC(=O)NCC(=O)c1c[nH]c2ccccc12	-1.9	-12	31
Cc1c(Cc2ccccc2)sc(N)c1C(N)=O	7.9	-27	16
C=CC(O)(C#CCN(CC)CC)c1ccccc1 (stereo not given)	-1.8	-9	4
CC(=O)NC(Cc1ccc(F)c(F)c1)C(=O)NC1CCN(c2nnnn2-c2ccccc2)CC1 (stereo not given)	0.5	-8	33
CC(C)CNC(=O)CSc1nc2nn(-c3ccccc3)c(=O)c-2c2n1CCCCC2	-0.1	-41	30
O=C(NCC1CCCO1)c1cccc(C(=O)NCC2CCCO2)c1 (stereo not given)	-0.4	8	3
O=C(O)c1ccccc1C(=O)c1ccc2c(c1)CCC2	-1.1	-17	-4
C=CCC1NS(=O)(=O)OC(COC)C1C (stereo not given)	1.2	-5	17
Cc1cc2c(c(SCC(=O)NCCc3ccccc3)n1)C(=O)OC2	-1.2	1	12

Continued:
SMILES	STK33 kinase inh	OX1R antag-1	OX1R antag-2
C=CCn1c(C)cc(C(=O)CN2C(=O)c3ccccc3S2(=O)=O)c1C	0.1	-31	1
O=C(NNc1cccc(Cl)n1)C(F)(F)F	-0.4	-6	19
O=C(CCS(=O)(=O)c1ccc(Cl)cc1)NCCc1c[nH]c2ccccc12	-1.3	-20	20
Cc1nc2c(C(=O)NCc3ccco3)cnn2c(C)c1Cc1ccc(F)cc1Cl	-0.2	-41	6
COc1ccc(-c2c3c(cc(C)[n+]2[O-])oc2ccc(OC)cc23)cc1	0.7	-30	-5
Cc1ccc(-c2nnc(-c3cccc(Br)c3)o2)cc1	-0.9	-27	12
Cc1nc(-c2cccc(S(=O)(=O)N3CCOCC3)c2)cs1	-1.5	-7	7
Cc1ccccc1CN(c1ccc(C(N)=O)cc1)S(C)(=O)=O	-0.5	-8	8
Nc1ccc(-c2nc3ncccc3o2)c(O)c1	0.2	-2	-4
O=c1c2ccccc2nc2n1CCC2	-0.8	1	9
Cc1c(Cl)c(-c2n[nH]c(=S)n2-c2ccccc2)nn1C	-0.8	-9	5
O=C(c1ccco1)N(Cc1nc2ccccc2c(=O)[nH]1)C1CCCC1	-1.7	-19	2
O=C(NC(=S)Nc1ccc(Br)cn1)c1cncc(Br)c1	-0.6	2	7
O=c1c2sccc2n(Cc2cccc(F)c2)c(=O)n1-c1ccc(F)cc1	-0.8	-20	22
COc1ccc2c(O)c(-c3c(C)cc(C)cc3C)c(=O)[nH]c2c1	-0.7	-14	12
CC/S(CC1CC1(Cl)Cl)=N\S(=O)(=O)c1ccc(C)cc1 (stereo not given)	0.3	-18	5
CCOC(=O)C1CCN(C(=O)c2cc(S(=O)(=O)N3CCOCC3)ccc2C)CC1	-0.9	-16	10
CC(C)c1ccc(NC(=O)C2C3C=CC4(O3)C2C(=O)N(CCCN2CCCCC2)C4C(=O)NC2CCCCC2)cc1 (stereo not given)	-1.3	-20	9
CCCN(CCC)CCCNC(=O)CNC(=O)c1nn(-c2ccc(OC)cc2)c(=O)c2ccccc12	-0.7	-11	10
COc1ccc(OC)c(/C=C/C(=O)N(C)CC(=O)Nc2ccc(N3CCOCC3)cc2)c1	-0.4	1	-2
O=C(c1ccco1)N1CCN(C(=O)c2ccc(CS(=O)c3ccc(F)cc3)o2)CC1 (stereo not given)	-1.1	-4	8
COc1ccc(-n2ncc3c(N4CCCCC4)ncnc32)cc1	2.2	-23	13
COC(=O)C(Cc1ccccc1)NC(=S)NC(=O)c1ccccc1 (stereo not given)	-1.1	-16	10
CN(C)/C(=N\OC(=O)c1ccccc1)c1nonc1N	nt	6	6
O=C(CN1CCN(Cc2ccc(Cl)cc2)C1=O)NCCCN1CCOCC1	-1.5	4	6

New compounds follow:
SMILES	STK33 kinase inh	OX1R antag-1	OX1R antag-2
O=C(Cc1ccc(Cl)cc1)Nc1ccc(S(=O)(=O)Nc2ncccn2)cc1	-0.6	-20	13
Cc1nc(SCc2ccccc2C)n[nH]1	-0.6	-19	15
CCOc1ccc(S(=O)(=O)Nc2ccc(C(=O)NNC(=O)c3ccncc3)cc2)cc1	0.5	-17	14
COc1ccc(Cl)cc1S(=O)(=O)n1nnc2ccccc21	-0.9	0	3
Cc1nc(C(=O)NCCC(C)C)sc1C1(C)CC(c2ccccc2)=NO1 (stereo not given)	-2.4	-24	42
O=C(CSC1=Nc2ccccc2C2=NC(Cc3c[nH]c4ccccc34)C(=O)N12)NC1CCCCC1 (stereo not given)	-0.5	-27	13
COC(=O)NCC(c1cccnc1)N1CCN(c2ccccc2OC)CC1 (stereo not given)	-0.3	-7	6
O=C(N/N=C/c1ccc2c(c1)OCO2)c1ccc(NC(=O)c2ccc(F)cc2)cc1	-0.6	3	22
CC(C)n1c(SCC(=O)NCc2ccco2)nc2c1c(=O)n(C)c(=O)n2C	-1.7	-9	11
O=C(Nc1cccc(Cl)c1)Nc1nnc(CSCCOc2ccc(Cl)cc2)s1	0.2	-38	9
Cc1cccn2c(=O)c3cc(C(=O)NCC4CCCO4)c(=N)n(C4CCCCC4)c3nc12 (stereo not given)	-0.7	-22	44*
Cn1c(CN2CCCCC2)nc2cc(NC(=O)c3cccs3)ccc21	-1.0	-16	5
COc1cccc2cc(C(=O)N3CCCCC3C)c(=O)oc12 (stereo not given)	-2.1	-5	11
Cc1cc(C)c2c(NC(N)=S)n[nH]c2n1	0.7	3	18
CC(C)(C)NC(=O)C1CC(=O)N(CCc2ccc(F)cc2)C1 (stereo not given)	-1.5	7	8
O=C(NCCCCc1ccccc1)c1cc([N+](=O)[O-])cc([N+](=O)[O-])c1	0.0	-10	20
Cc1noc(C)c1C(=O)OCC(=O)NCCC1=CCCCC1	-0.3	-22	21
Cc1nc(SCC(=O)N2CCN(c3ccccc3)CC2)n[nH]1	-1.0	-8	23
C/C(=N\OC(=O)c1cccc(C)c1)c1sc(-c2ccccc2)nc1C	-0.6	-24	4
N#CCCN(Cc1ccccc1)C(=O)Nc1ccc(F)cc1	-0.6	-6	10
CC(C)C(=O)Nc1nnc(SCC(=O)Nc2ccc3c(c2)OCO3)s1	-1.6	-5	28
O=C(NNC(=S)NCc1ccco1)c1ccc(Cl)s1	0.3	-16	0
O/N=C(\c1ccc2c(c1)OCCO2)C1CCCCC1	-0.6	-11	16
CCOC(=O)c1cnn2c(C)cc(-c3ccc(F)cc3)nc12	0.3	-34	14
O=C(NCCCN1CCN(CCCNC(=O)c2ccc3c(c2)OCO3)CC1)c1ccc2c(c1)OCO2	-0.1	-6	14

(more compounds)
SMILES	STK33 kinase inh	OX1R antag-1	OX1R antag-2
O=C1CC[C@@H](O)CCN1CC[C@H](Sc1ccc(Br)cc1)c1ccccc1	0.7	-25	3
CCc1nc2ccccc2c(C(=O)OCC(=O)Nc2ccc(NC(C)=O)cc2)c1C	2.0	-14	3
COc1cnn(-c2ccc(Br)cc2)c(=O)c1SCc1ccccc1	1.5	-17	15
Cc1nn(Cc2ccc(C(=O)Nc3nccs3)cc2)c(C)c1Cl	-0.7	-8	17
COC(=O)c1cc(C)sc1NC(=O)CSc1ncccn1	3.7	-23	12
COc1c(Cl)ccc(Cl)c1C(=O)NCc1ccco1	-0.6	-8	13
COc1ccc(NC(=O)COc2ccc(-c3nn(C)c(=O)c4ccccc34)cc2)cc1	0.6	-26	18
CC(C)n1c(=S)[nH]c2ccccc2c1=O	0.8	-2	5
Cc1no[n+]([O-])c1COc1cccc(/C=C2\N=C(c3ccccc3)OC2=O)c1	-0.2	4	20
CCOC(=O)c1c(C)[nH]c(C)c1S(=O)(=O)N(C)CC(=O)NCc1cccc(C)c1	-1.6	-7	15
CCOC(=O)C1=C(C)Nc2ccccc2N=C1N	-1.4	8	25
CC(C)(C)C(=O)N1CCN(CCN2C(=O)c3cccc4cccc(c34)C2=O)CC1	-0.2	-10	13
COc1ccc(CCNC(=O)Cn2nc(C)c3c(C)n(-c4ccccc4)nc3c2=O)c(OC)c1	-1.4	-40	11
O=C(COC(=O)/C=C/c1ccc(Cl)cc1)NCCc1ccccc1	-0.6	-16	0
O=S(=O)(NCC1CCCO1)c1ccc(-c2ccc(Cl)cc2)cc1 (stereo not given)	0.5	20	24
CCc1ccc(NC(=O)/C(C#N)=C\c2ccc(OC)c(C(=O)O)c2)cc1	0.3	-12	7
CCOC(=O)Cc1csc(NS(=O)(=O)c2cc(Cl)ccc2Cl)n1	0.1	-28	-10
Clc1ccc(CN2CCCCCCC2)cc1Cl	0.0	-25	6
O=C(Nc1ccc2oc(-c3cccnc3)nc2c1)c1ccc2c(c1)OCCO2	-1.7	-14	10
O=C(NCc1ccco1)/C(=C/c1ccc([N+](=O)[O-])cc1)NC(=O)c1ccco1	-1.5	-13	32
Cn1c(SCC(=O)Nc2ccc(Cl)cc2)nnc1C1CC1	0.2	-19	7
CN(C)CCOC(c1ccccc1)c1ccccc1 (tested in a mixture with another compound)	-0.5	-21	15
COc1ccccc1NC(=O)CN1C(=O)NC2(CCCc3ccccc32)C1=O (stereo not given)	nt	-10	5
CCOC(=O)C(Cc1ccccc1)NC(=O)CCCC(=O)c1ccccc1 (stereo not given)	-1.8	11	16
CCC(=O)Nc1ccc(/C=C(\C(C)=O)C(=O)c2ccccc2)cc1	2.3	-20	9

Individual results from above.
In OX1R antag-2, COc1cnn(-c2ccc(Br)cc2)c(=O)c1SCc1ccccc1 is entered as 15
In OX1R antag-2, CN(C)CCOC(c1ccccc1)c1ccccc1 (tested in a mixture with another compound) is entered as 15

Random excerpt: 2 records from the list, in no set order.
SMILES	STK33 kinase inh	OX1R antag-1	OX1R antag-2
CCOC(=O)C(Cc1ccccc1)NC(=O)CCCC(=O)c1ccccc1 (stereo not given)	-1.8	11	16
CCOC(=O)Cc1csc(NS(=O)(=O)c2cc(Cl)ccc2Cl)n1	0.1	-28	-10

More structures follow.
SMILES	STK33 kinase inh	OX1R antag-1	OX1R antag-2
CC(=O)N1c2ccccc2CCc2ccc([N+](=O)[O-])cc21	10	-7	33
CCN(CC)C(=O)c1ccc(S(=O)(=O)c2ccccc2)cc1	-0.3	-1	9
Cc1nc(C(F)(F)F)c(C(=O)N=CN(C)C)s1	-0.6	3	2
CN1CCN(CCC(=O)N2c3ccccc3Sc3ccc(Cl)cc32)CC1	0.2	-27	8
O=c1[nH]c(-c2cccs2)nc2ccccc12	1.2	-4	43
CCCn1c(SC(C)C(=O)NCC2CCCO2)nc2cc(Cl)ccc2c1=O (stereo not given)	-0.5	-42	31
O=C(NN1CCOCC1)c1ccccc1	3.3	-22	24
O=C(Nc1nc(-c2ccc(F)c(F)c2)cs1)Nc1ccc(F)cc1F	-0.3	-47	-2
Cc1nc(Nc2ccccc2F)c2nnn(Cc3ccccc3Cl)c2n1	-1.5	0	3
COCc1cc(C)nc(N2CCCCC2)c1C#N	-0.1	-26	-1
Cc1ccc(C(C)NC(=O)c2ccc3c(c2)OCCO3)cc1C (stereo not given)	0.4	-6	-5
Cc1cc(C)cc(NC(=S)NCC2CCN(C(C)c3ccccc3)C2)c1 (stereo not given)	-1.1	-28	17
CCn1c(CC(=O)Nc2ccc(Cl)c(Cl)c2)nnc1SCc1ccc(Cl)cc1	0.3	-23	12
N#Cc1c(C#N)c(O)c2ccccc2c1O	1.2	0	26

OX1R antag-2, hit marks shown above.
SMILES	STK33 kinase inh	OX1R antag-1	OX1R antag-2
Cc1cccn2c(=O)c3cc(C(=O)NCC4CCCO4)c(=N)n(C4CCCCC4)c3nc12 (stereo not given)	-0.7	-22	44*

High-throughput results as filed in PubChem BioAssay.
